Assay outcomes deposited in PubChem by Sanford-Burnham Center for Chemical Genomics.
CXCR6 block – inhibitors of human CXCR6 receptor; O00574; CHO-K1 PathHunter CXCR6 beta-arrestin, luminescence; inhibition, % at 20 µM; actives 0.36% (n = 360,000); in the data active = inhibition above about 34%, passing the limit was not always enough;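 also: antagonist mode with CXCL16 agonist at 10 nM final; 0% = 10 nM CXCL16 with DMSO and 100% = unstimulated wells without agonist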
Target sequence (O00574 whole entry, looked up): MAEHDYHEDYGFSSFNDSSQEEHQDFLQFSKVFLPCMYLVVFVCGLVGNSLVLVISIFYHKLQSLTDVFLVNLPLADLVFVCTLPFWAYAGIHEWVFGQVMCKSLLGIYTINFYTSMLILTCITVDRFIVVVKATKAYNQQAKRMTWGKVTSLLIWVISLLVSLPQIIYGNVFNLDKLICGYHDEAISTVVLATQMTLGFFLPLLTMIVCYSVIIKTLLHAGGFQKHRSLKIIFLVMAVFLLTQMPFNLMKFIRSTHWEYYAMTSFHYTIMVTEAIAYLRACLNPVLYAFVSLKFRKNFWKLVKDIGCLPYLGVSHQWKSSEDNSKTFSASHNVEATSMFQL
Mdm2 MdmX PPI – human Mdm2/MdmX binding inhibition; SaOS-2 split-luciferase Mdm2/MdmX complementation, luminescence; inhibition, % at 8 µM; actives 3% (n = 330,000);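 active = inhibition of at least 50% at 8 µM in the primary screen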
tim23-1 inh – inhibits growth of tim23-1 mutant yeast | S. cerevisiae tim23-1 growth, BacTiter-Glo luminescence, 24 h | inhibition, % at 20 µM | actives 1.3% (n = 330,000) | AID 463212;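 active = growth inhibition of the mutant yeast at or above 50%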;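 also: temperature-sensitive mutant grown at 25 °C; plate controls were DMSO-treated mutant yeast for no effect and medium wells lacking yeast for full effect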
APJ agonist – agonists of human APJ apelin receptor | P35414 | CHO-K1 APJ PathHunter beta-arrestin, luminescence; 0% DMSO wells, 100% apelin | activation, % at 20 µM | actives 0.11% (n = 330,000) | AID 2520;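 active = activation more than six SD over the plate average, tested at 20 µM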;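 also: 0% = DMSO alone and 100% = apelin-13 at 10 nM; some results filed as inactive read as strong as hits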
Target sequence (P35414 whole entry, looked up): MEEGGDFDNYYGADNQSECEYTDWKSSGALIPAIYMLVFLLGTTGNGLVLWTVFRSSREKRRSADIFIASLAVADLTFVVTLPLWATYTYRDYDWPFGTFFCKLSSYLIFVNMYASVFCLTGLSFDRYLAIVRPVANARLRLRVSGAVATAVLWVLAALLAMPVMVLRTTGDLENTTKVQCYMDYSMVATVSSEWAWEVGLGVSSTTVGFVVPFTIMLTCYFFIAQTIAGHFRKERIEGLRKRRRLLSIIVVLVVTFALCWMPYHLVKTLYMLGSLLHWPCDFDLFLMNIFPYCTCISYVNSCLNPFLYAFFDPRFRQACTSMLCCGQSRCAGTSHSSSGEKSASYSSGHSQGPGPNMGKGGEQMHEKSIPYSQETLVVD
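Assay system: CHO-K1 cells stably expressing ProLink-tagged human APJ and arrestin–beta-gal acceptor. Compound dosing: 20 µM single point, 1% DMSO. Times: 16-18 h seeding, 90 min dark compound exposure, 60 min detection. Detection: beta-gal luminescence. Evaluation: APJ–arrestin association signal. Controls: negative DMSO alone, positive Apelin-13 at 10 nM.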
TIM10 inh – growth inhibitors of TIM10 yeast strain; actives 1.4% (n = 330,000); inhibition, % at 10 µM; S. cerevisiae TIM10 strain growth, BacTiter-Glo luminescence, 24 h; AID 463195;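 active = inhibition of 40% or more at the single tested concentration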;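 also: wild-type TIM10 isogenic control strain grown at permissive 25 °C; 0% = DMSO yeast wells and 100% = minimal medium wells without yeast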
CHOP UPR activ – apoptotic UPR (CHOP) activation; CHO-CHOP luciferase reporter, luminescence; percent of tunicamycin response over DMSO baseline; activation, % at 10 µM; actives 0.34% (n = 330,000); AID 449763;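 active = at 10 µM dose, activation of 40% or more, normalized to positive control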;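 also: 100% = tunicamycin at 10 µg/mL and 0% = DMSO alone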
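Material: CHO-CHOP cells, stable luciferase reporter of PERK-eIF2a-CHOP signalling; quantity: 500 reporter cells seeded per well; buffer or medium: F12 medium containing 10% fetal bovine serum; compound: one dose, 10 µM in 0.5% DMSO; incubation: 6 h compound treatment, 37 °C; measured by: Steady-Glo luciferase luminescence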
APJ antagonist – APJ receptor antagonism; AID 2521; P35414; CHO-K1 APJ beta-arrestin complementation, luminescence; inhibition, % at 20 µM; actives 0.32% (n = 330,000);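 active = inhibition above about 40% at 20 µM, limit read from the data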;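 also: cells challenged with 10 nM apelin-13 agonist together with compound; plate controls were apelin-13 plus DMSO wells for no effect and DMSO wells lacking apelin-13 for full effect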
tim10-1 inh – inhibits growth of tim10-1 mutant yeast. S. cerevisiae tim10-1 ts strain growth, BacTiter-Glo, 24 h. inhibition, % at 20 µM. actives 2.2% (n = 330,000). AID 463190;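 active = inhibition of at least 40%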;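 also: mutant grown at 25 °C; 0% = DMSO wells with yeast and 100% = wells holding no yeast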
XBP1 UPR activ – activators of adaptive arm of unfolded protein response (XBP1); CHO-XBP1 luciferase reporter, IRE1-XBP1 UPR activation, luminescence; percent of tunicamycin response, DMSO as zero; activation, % at 20 µM; actives 0.33% (n = 330,000); AID 463104;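 active = versus positive control, 20 µM dose yields 30% or more activation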;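 also: 100% = tunicamycin at 10 µg/mL and 0% = DMSO only wells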
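Material: CHO-XBP1 cells stably carrying IRE1-XBP1-driven luciferase reporter / Amount: 1000 cells per well / Compound: 20 µM, 1% DMSO / Times: 6 h treatment, 37 °C / Detection: luciferase luminescence / Measure: % activation of reporter signal versus tunicamycin and DMSO controls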
Active calls of the source: *; nt = not tested or not shown. Some of the compounds tested; count on the stated rates, not on these rows.

SMILES	CXCR6 block	Mdm2 MdmX PPI	tim23-1 inh	APJ agonist	TIM10 inh	CHOP UPR activ	APJ antagonist	tim10-1 inh	XBP1 UPR activ
C/C(=N\NC(=O)Cn1ccc(C(F)(F)F)n1)c1ccco1	2	17	10	-4	3	0.1	-1	-1	4
COc1ccc(N(C)C(=O)C2CCCN2S(=O)(=O)c2cccc3nsnc23)cc1 (stereo not given)	7	12	25	9	24	2.6	13	26	-2
O=C(c1ccc(CNS(=O)(=O)c2ccccc2)cc1)N1CCN(Cc2ccccc2)CC1	1	31	11	-1	2	0.7	-13	14	-2
O=C(NN1CCOCC1)C12CC3CC(CC(C3)C1)C2	0	-25	9	2	16	-2.1	0	10	0
CC(C)CCN1CCC(Cc2ccccc2)(NC(=O)c2ccccc2)C1=O (stereo not given)	-5	-8	41	-1	27	0.1	5	29	0
CCCCN1C(=O)C(=O)N(CC(=O)c2cc(C)n(-c3cc(C)on3)c2C)C1=O	-7	-5	18	-1	5	0.3	1	-39	-1
Cc1nc(Nc2ccncc2)c2oc3ccccc3c2n1	2	73*	0	-3	-4	-2.2	5	7	1
COc1ccc(/C=C(/C(=O)Nc2ccccc2C(=O)NC(C)C)c2ccccc2)cc1	-11	8	2	-3	33	-0.3	12	35	1
O=C(Oc1ccccc1C(=S)N1CCOCC1)c1ccccc1	7	7	28	2	12	-2.1	-8	30	-4
O=C(NCc1ccco1)/C(=C/c1ccc(F)cc1)NC(=O)c1ccccc1	-1	17	1	-2	-6	1.5	9	8	-5
CCCN(CCO)Cc1cccc(Cl)c1	-5	-1	9	-4	-14	-0.1	-2	-5	-1
CC(=O)Nc1nc(C(=O)Nc2c(C)n[nH]c2C)cs1	0	24	10	0	9	0.3	7	1	-2
Cc1c(OCC(=O)NCC(O)c2ccccc2)ccc2c(-c3ccccc3)cc(=O)oc12 (stereo not given)	7	16	-8	-1	-4	-1.3	2	11	-4
Cc1ccc2nc(CCc3nc4ccc(C)cc4[nH]3)[nH]c2c1	9	7	21	-1	7	-0.4	10	-37	-2
CCCCNC(=O)c1cn(-c2ccc(OCC)cc2)c(=O)c2cc(OC)c(OC)cc12	1	-8	12	2	15	-2.6	-7	15	-2

3 compounds from above, showing only tim10-1 inh.
canonical_smiles	tim10-1 inh
CCCCNC(=O)c1cn(-c2ccc(OCC)cc2)c(=O)c2cc(OC)c(OC)cc12	15
Cc1nc(Nc2ccncc2)c2oc3ccccc3c2n1	7
CC(C)CCN1CCC(Cc2ccccc2)(NC(=O)c2ccccc2)C1=O (stereo not given)	29

(listing goes on)
SMILES	CXCR6 block	Mdm2 MdmX PPI	tim23-1 inh	APJ agonist	TIM10 inh	CHOP UPR activ	APJ antagonist	tim10-1 inh	XBP1 UPR activ
Cc1ccc(C)c2[nH]c(=O)c(CCNC(=O)c3ccc(S(=O)(=O)N(C)C)cc3)cc12	-2	11	-12	1	2	-1.8	-26	-18	-1
CCOc1cc(-c2nc(C)c(C(C)=O)n2O)ccc1OCC(=O)Nc1ccc(F)cc1	0	9	15	-3	20	-0.1	-28	8	-2
COc1cccc(C(=O)Nc2ccc3c(c2)C(=O)N(CCC(=O)O)C3=O)c1	0	23	4	2	-11	0.4	17	4	-2
Cc1ccc(C(O)(C(=O)NN(C(=O)c2ccccc2)c2ccccc2)c2ccc(C)cc2)cc1	0	-6	-4	-5	-4	-1.4	-7	-4	-4
COc1ccccc1C1CC(c2ccc(Cl)cc2)Nc2nc(N)nn21 (stereo not given)	15	8	2	-5	27	0.5	7	16	5
O=C(Cc1ccccc1)N[C@H](c1ccccc1)P(=O)(O)CO	4	0	21	-1	-2	-0.6	-9	7	-1
O=C(COC(=O)c1ccccc1Nc1ccccc1F)c1ccccc1	2	5	17	-3	17	0.8	10	14	7
Cc1cccc(/C=N/NC(=O)c2ccc(NC(=O)c3cccc(Cl)c3)cc2)n1	8	21	-40	4	-23	0.9	-19	-31	19
O=S(=O)(/C=C/c1ccccc1)N1CCNCC1	4	10	-2	-2	-4	-1.0	-9	7	-5
O=c1cc(C(F)(F)F)nc(-c2ccccc2OC(F)(F)F)[nH]1	5	2	15	-1	15	0.3	0	5	-2
Cc1ccccc1OCC(O)CN1CCN(CC(O)COc2ccccc2C)C(C)C1 (stereo not given)	1	6	-14	-4	3	3.1	15	4	3
Cc1cc(NC(=O)CCC(=O)N(c2ccccc2)C(C(=O)NC2CCCC2)c2ccccc2)no1 (stereo not given)	2	34	2	0	-19	-4.6	-30	-6	-4
CCN=C1S/C(=C/c2ccc(-c3ccc(Cl)cc3C(=O)O)o2)C(=O)N1CC	7	5	37	-4	15	-0.8	8	36	4
CCn1c(SCC(=O)c2ccccc2)nnc1-c1cccnc1	7	-36	5	-1	-6	1.5	-9	5	1
COc1cc(C(=O)Nc2ccc3c(c2)OCCO3)ccc1OC(C)C	8	9	19	-1	-9	6.6	14	3	0
COc1cccc(NC(=O)CCSc2ccc3ccccc3n2)c1	0	1	28	-4	19	2.8	-8	5	1
CC(=O)c1ccccc1NC(=O)CSc1nnc2ccccn12	nt	17	-4	-7	-3	-0.3	12	-16	-2
CCOC(=O)c1c(NC(=O)CSc2n[nH]c(N)n2)sc(CC)c1C	10	2	16	6	4	-0.7	-6	10	-1
COc1cc(C2C3=C(CCCC3=O)Nc3[nH]n(-c4ccccc4)c(=O)c32)cc(OC)c1OC (stereo not given)	4	-2	13	-1	-3	-2.5	13	10	0
CSc1ccc(CN(C)C(=O)CN2C(=O)NC3(CCCC3)C2=O)cc1	-10	6	-7	-4	-3	-0.9	20	-16	0
CCCN1C(=O)C(NC(C)=O)c2ccccc21 (stereo not given)	0	-21	8	0	2	0.5	13	4	-1
COc1ccc(S(=O)(=O)N2CCCCC2)cc1NC(=O)Cn1cnc2ccccc2c1=O	9	11	-3	-3	0	-0.9	1	-3	-1
CC(Sc1nnc(-c2ccc(Cl)cc2)n1C)C(N)=O (stereo not given)	3	2	11	-1	0	6.8	-11	5	-1
O=[N+]([O-])c1ccc(/C=N/NC(=S)Nc2ccccc2C(F)(F)F)o1	-6	-5	39	2	22	-0.4	-24	33	0
Cc1cc(CSc2ccccc2)ccc1NC(=O)c1ccc(Br)cc1	6	29	-5	1	-26	0.9	10	13	4
Cc1ccc(-c2nnn(CC(=O)N(CC(=O)NC3CCCC3)c3ccc(F)c(Cl)c3)n2)o1	7	60*	-3	-4	-7	-1.2	20	2	-1
CCOC(=O)CCN	4	-9	13	-2	5	-1.1	3	13	-2
N#C/C(=C\c1c[nH]c2ccccc12)C(=O)Nc1ncc(Cc2ccc(Cl)cc2Cl)s1	14	49	20	-5	18	0.4	12	14	2
CCCNC(=O)c1c(N)n(-c2ccc(S(N)(=O)=O)cc2)c2nc3ccccc3nc12	4	20	6	-1	-2	0.1	10	-11	-4
COc1cc(C2CC(c3cccnc3)=NN2c2ccc(F)cc2)cc(OC)c1OC (stereo not given)	6	33	29	0	26	0.3	-3	35	3
CC1CCC2(CC1)NC(=O)N(CC(=O)NCc1cccs1)C2=O (stereo not given)	5	19	0	0	-12	-1.5	2	2	-3
O=C(CC1NC(=O)NC1=O)NC1(C(=O)NC2CCCCC2)CCCCC1 (stereo not given)	2	-13	-4	2	6	1.0	6	0	0
Cc1c(C)n(CCc2ccccc2)c2ncnc(NN)c12	7	-4	20	-6	-17	-2.3	6	23	-2
N/C(=N\OC(=O)CSc1ccccc1)c1ccc([N+](=O)[O-])cc1	-16	-98	20	1	19	0.4	-6	32	4
CCOc1ccc(-c2[nH]ncc2-c2ccc(Cl)cc2)c(O)c1	-10	23	45	3	33	3.5	-23	-13	-3
CCSc1nnc(C)c2ccccc12	-7	9	6	-2	-10	-0.5	-17	6	1
c1ccc(-c2csc(-n3cnnn3)n2)cc1	15	15	7	-2	9	-1.4	0	17	1
O=C(Nc1cccc(Cl)c1)N1CCSc2cc(Cl)ccc21	0	24	23	-4	38	1.2	7	34	-6
COc1ccc(/C=C2\CN(Cc3ccccc3)C/C(=C\c3ccc(OC)c(O)c3)C2=O)cc1O	52*	98*	21	2	34	51*	11	7	-8
COC(=O)c1ccc(NC(=O)c2cc[n+](Cc3ccccc3)cc2)cc1	6	-3	-3	4	1	-1.1	2	-11	-5
CCOC(=O)c1ccc(NC(=O)NNS(=O)(=O)c2cc(OC)ccc2OC)cc1	2	4	1	-4	-9	0.5	9	13	-6
NCCCC[C@H]1CNC(=O)C(=O)N1CCCCC1CCCCC1	9	2	12	-2	3	-1.8	-2	-14	1
COc1ccc(-c2csc(-c3ccc(O)cc3)n2)cc1	-5	-26	40	-6	28	6.1	-22	21	7
Nc1nc(N2CCN(C/C=C/c3ccccc3)CC2)nc2ccccc12	0	7	-44	0	-24	-1.0	-29	-19	0
CC1(c2ccccc2)NC(=O)N(CC(=O)Nc2ccc([N+](=O)[O-])cc2)C1=O (stereo not given)	7	-20	8	-1	4	-1.1	9	7	-3
COc1ccc(S(=O)(=O)N2CCOCC2)cc1C(=O)NC1CCCCCC1	-5	-11	17	-3	10	-1.7	-57	5	3
CN(C)/C=C/C(=O)c1cnc2n(c1=O)CCS2	-1	8	2	-1	-2	1.4	-28	7	-1
COC(=O)CNc1nc(Cl)nc(N2CCC(C)CC2)n1	-1	-7	21	-4	-4	-1.0	0	24	7
CCOc1ccc(CCNC(=O)CSc2cc(=O)n(C)c3ccccc23)cc1OCC	4	-9	16	0	16	-1.4	1	28	-3
Cc1ccc(S(=O)(=O)N2CCN(C(=O)CCCOc3ccc(Cl)cc3C)CC2)cc1	5	13	18	7	7	-0.7	7	15	-4
COC(=O)NCCOC(=O)N(O)c1ccc(Br)cc1	7	6	16	7	13	1.2	-6	-2	0
Cc1cc(C)nc(SC2CCCCC2O)n1 (stereo not given)	-5	1	-1	-1	3	-3.1	10	-6	1
S=C(Nc1ccc2nc(-c3ccccn3)c(-c3ccccn3)nc2c1)N1CCCCCC1	-6	-6	26	-1	33	2.6	-14	30	0
CCOC(=O)C1CCN(C(=O)COC(=O)C23CC4CC(CC(C4)C2)C3)CC1	0	1	19	-1	2	1.6	11	3	1
COc1ccc(NC(=O)CSc2nc3ccccc3c(=O)n2CCCN2CCOCC2)c(OC)c1	6	20	2	-3	6	-1.5	-3	28	-3
O=S(=O)(NCCSc1nc2ccccc2o1)c1ccccc1	-6	17	33	-4	-8	-2.0	-5	22	-4

Entries shown so far containing a COOH group (2):
SMILES	CXCR6 block	Mdm2 MdmX PPI	tim23-1 inh	APJ agonist	TIM10 inh	CHOP UPR activ	APJ antagonist	tim10-1 inh	XBP1 UPR activ
COc1cccc(C(=O)Nc2ccc3c(c2)C(=O)N(CCC(=O)O)C3=O)c1	0	23	4	2	-11	0.4	17	4	-2
CCN=C1S/C(=C/c2ccc(-c3ccc(Cl)cc3C(=O)O)o2)C(=O)N1CC	7	5	37	-4	15	-0.8	8	36	4
